Glioma ERSR ind – ER stress response induction in glioma; AID 602332; 420,000 tested, 0.02% active; Potency, µM, for inactives: at the top dose activation, usual class: activators; U87-MG GRP78 promoter luciferase reporter, 16 h; further: potency means the concentration at half of the fitted maximal effect; series mostly up to about 76 µM; % of control where 0% means no effect; nearly all actives have a fitted effect of over 35% in size
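Stably transfected U87-MG glioma cells carrying a GRP78-based luciferase sensor; 16 h compound incubation. Luminescence end-point read 10 min after Bright-Glo addition at room temperature.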
BLM inh – Bloom syndrome helicase (human) inhibition | recombinant BLM DNA unwinding, fluorescence dequenching | 350,000 tested, 0.2% active | AID 2528 | Potency, µM (highest dose often 56.1 µM), for inactives: at the top dose activity change, negative = inhibition, most hits filed as inhibitors;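 further: potency means the concentration at half of the fitted maximal effect; plate controls were vehicle for no effect and no enzyme for full effect; nearly all actives have a fitted effect of over 35% in size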
LDHA block – inhibitors of human lactate dehydrogenase A; AID 1347041; P00338; 480,000 tested, 0.15% active; purified LDHA, NADH/diaphorase-resazurin fluorescence; stronger effect = lower value; activity change, % (values are at about 110 or 230 µM); in the data active means activity change below about -30%; inconclusive means mostly about -25% to -30%;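 further: plate controls were DMSO wells for no effect and wells without enzyme for full effect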
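Human LDH5 at 2 nM final in Tris HCl pH 7.4 with 0.06 mM NADH and 0.2 mM pyruvate, reacted 5 minutes at room temperature. Remaining NADH coupled via diaphorase/resazurin; resorufin fluorescence read at 0 and 20 minutes, normalized to enzyme-free and DMSO wells.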
POLI inh – DNA polymerase iota (human) inhibition. Pol iota fluorescent replication assay, 10 min. Potency, µM (top dose mostly 115 µM), without a hit: top-dose activity, negative = inhibition, most hits filed as inhibitors. Q9UNA4. 390,000 tested, 1% active; further: potency means the concentration at half of the fitted maximal effect
Target sequence (Q9UNA4 whole entry, looked up): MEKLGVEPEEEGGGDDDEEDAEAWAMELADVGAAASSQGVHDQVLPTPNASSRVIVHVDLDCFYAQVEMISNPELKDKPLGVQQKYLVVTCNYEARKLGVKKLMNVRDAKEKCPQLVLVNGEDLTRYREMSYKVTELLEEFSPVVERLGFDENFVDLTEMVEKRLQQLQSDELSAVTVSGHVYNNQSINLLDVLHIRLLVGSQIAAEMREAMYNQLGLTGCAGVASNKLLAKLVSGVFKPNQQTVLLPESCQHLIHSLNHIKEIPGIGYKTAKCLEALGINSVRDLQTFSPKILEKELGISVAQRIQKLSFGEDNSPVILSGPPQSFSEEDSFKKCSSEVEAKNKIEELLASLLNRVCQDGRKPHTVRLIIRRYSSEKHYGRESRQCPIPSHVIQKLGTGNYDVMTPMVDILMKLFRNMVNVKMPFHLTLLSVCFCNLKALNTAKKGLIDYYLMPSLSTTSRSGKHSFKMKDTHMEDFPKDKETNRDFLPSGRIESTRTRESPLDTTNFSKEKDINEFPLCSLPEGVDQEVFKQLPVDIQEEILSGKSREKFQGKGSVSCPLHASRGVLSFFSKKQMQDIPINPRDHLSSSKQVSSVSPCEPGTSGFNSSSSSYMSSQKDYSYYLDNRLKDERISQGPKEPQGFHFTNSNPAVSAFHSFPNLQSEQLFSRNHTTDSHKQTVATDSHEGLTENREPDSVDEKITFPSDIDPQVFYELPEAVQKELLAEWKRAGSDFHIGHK
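Fluorescent replication assay read twice, at 0 min and 10 min after adding 50 nM (final) substrate. Enzyme (10 nM) and compounds were first incubated 15 min at room temperature; enzyme-free buffer wells were negative controls.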
Apoferritin bind – candidate novel general anesthetic via apoferritin binding; apoferritin/1-aminoanthracene competitive binding, fluorescence; P02791; Potency, µM (highest dose often 77.5 µM), without a hit: at the highest dose activity change, negative = displacement, actives largely listed as inhibitors; 350,000 tested, 0.074% active; AID 485281; further: potency means the concentration at half of the fitted maximal effect; on the % scale 0 is the no-effect control and ±100 the full control effect; nearly all actives have a fitted effect of over 20% in size
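10 uM apoferritin + 50% sat. 1-AMA, PBS; cpd 10 min RT; Ex380/Em535 endpoint; normalized to free probe vs complex; 4-param Hill fit; propofol titration as pos. ctrl.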
POLB inh – blocks human DNA polymerase beta activity. Pol beta primer extension/strand displacement, fluorescence kinetic. 340,000 tested, 1.3% active. Potency, µM (series often up to 114 µM), for the others: top-dose activity change, negative = inhibition, hits mostly inhibitors. P06746; further: potency means the concentration at half of the fitted maximal effect; on the % scale 0 is the no-effect control and ±100 the full control effect
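Human Pol beta at 10 nM; strand-displacement substrate 50 nM final. Compound exposure 15 min at room temperature before start, reaction 10 min at room temperature.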
Pol eta inh – DNA polymerase eta (human) inhibition; AID 588591; Potency, µM (titrated, usually from 114 µM), without a hit: at the top dose activity change, negative = inhibition, actives largely listed as inhibitors; 390,000 tested, 1.2% active; Q9Y253; recombinant Pol eta, fluorescent DNA replication assay; further: potency means the concentration at half of the fitted maximal effect; on the % scale 0 is the no-effect control and ±100 the full control effect
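Pol eta at 10 nM preincubated with compounds 15 min at room temperature; reaction started with fluorescent substrate (50 nM final) and read kinetically at 0 and 10 min.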
APEX1 inh – blocks human APE1 abasic DNA cleavage; P27695; recombinant APE1, TAMRA/BHQ-2 abasic DNA cleavage fluorescence; Potency, µM (top dose mostly 65.8 µM), inactives show at the top dose activity change, negative = inhibition, hits mostly inhibitors; 350,000 tested, 0.35% active; AID 2517;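 further: potency means the concentration at half of the fitted maximal effect; plate controls were vehicle for no effect and reference inhibitor for full effect; nearly all actives have a fitted effect of over 55% in size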
Target sequence (P27695 whole entry, looked up): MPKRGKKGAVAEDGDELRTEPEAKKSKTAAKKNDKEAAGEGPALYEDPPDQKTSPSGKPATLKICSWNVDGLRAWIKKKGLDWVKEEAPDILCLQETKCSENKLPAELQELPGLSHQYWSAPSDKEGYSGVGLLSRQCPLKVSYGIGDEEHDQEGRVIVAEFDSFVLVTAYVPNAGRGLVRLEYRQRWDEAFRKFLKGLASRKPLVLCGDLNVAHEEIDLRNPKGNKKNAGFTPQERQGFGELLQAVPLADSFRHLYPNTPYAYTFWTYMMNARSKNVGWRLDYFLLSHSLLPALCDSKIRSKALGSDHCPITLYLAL
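Quantitative HTS: incision of a TAMRA/BHQ-2 double-stranded substrate bearing a tetrahydrofuran abasic site by 0.75 nM APE1 raises fluorescence. Substrate 50 nM final, added after 15 min compound preincubation at room temperature; progress as third-minus-first kinetic read difference.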
POLK inh – inhibitors of human DNA polymerase kappa; Q9UBT6; purified Pol kappa, fluorescent DNA synthesis assay, 10 min; Potency, µM (series often up to 107 µM), inactives show at the highest dose activity, negative = inhibition, actives largely listed as inhibitors; 400,000 tested, 0.53% active; AID 588579; further: potency means the concentration at half of the fitted maximal effect; on the % scale 0 is the no-effect control and ±100 the full control effect
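Pol kappa 10 nM + cpd, 15 min RT; start w/ substrate 50 nM final; fluorescence kinetic read, 0 and 10 min. Neg ctrl: buffer, no enzyme.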
* marks the source's active call; other numbers are inactive results; ? = inconclusive; . = not tested or not shown; [ ] = dose if it differs, or a comment. Unless noted, the call rests on the fitted dose curve; in most records, active means well fitted curve in the direction sought with a large enough effect; inconclusive means small, poorly fitted or top-dose-only effect, or another doubt; inactive means no such curve, though single readings can be large; an effect the other way counts as inactive or inconclusive. Only part of the results is shown. The share of hits here may be higher or lower than overall.

canonical_smiles | Glioma ERSR ind | BLM inh | LDHA block | POLI inh | Apoferritin bind | POLB inh | Pol eta inh | APEX1 inh | POLK inh
Cc1ccc(Cl)cc1-n1ncc2c(N3CCCCCC3)ncnc21 | -5% | 0% | -2 | -3% | -2% | -3% | -13% | . | -9%[60.1 µM]
COc1ccc2cc(-c3ccsc3)ncc2c1 | 2% | . | -5 | 11% | . | . | -11% | -15% | -22%
CCOc1ccc(N2C(=O)CC(SCC(=O)O)C2=O)cc1 (stereo not given) | -1% | -1% | -4 | 118%[activator] | -6% | 95% | 0% | 5% | -1%
CCOC(=O)CCc1c(C)nc(SCCN2CCCC2)c(C#N)c1C | -8% | -6% | -3 | 14% | ? | 0% | -5% | 2% | 7%
CC(=O)Sc1nc(-c2ccccc2)[nH]c1S(=O)(=O)c1ccc(C)cc1 | -5% | -1% | -1 | 77%[activator] | 0% | 9% | -19% | -1% | 8%
N#CCC(=O)N/N=C/c1c(-c2ccccc2)n(-c2ccccc2)c2ccccc12 | -5% | -7% | -6 | 8% | 5% | 2% | -13% | 15% | 2%
O=C(Nc1cccc(Cl)c1)c1cc(-c2ccccc2)on1 | -4% | -5% | -8 | -4% | -8% | -9% | -9% | . | -20%[60.1 µM]
CCOC(=O)N/N=C1\CCc2ccccc21 | 2% | 2% | -2 | 5% | -5% | 31% | -15% | 0% | -11%
Cc1nc(SC(C(N)=O)c2ccccc2)c(C#N)c(C)c1C (stereo not given) | 0% | 0% | 6 | 173%[activator] | 2% | 2% | -19% | 3% | -3%
CCOC(=O)COc1ccc(C)cc1C(=O)c1ccn2nc(-c3ccc(Cl)cc3)cc2n1 | -2% | -5% | -6 | 19% | -10% | 4% | -11% | . | -20%
O=C1c2oc3ccc(Cl)cc3c(=O)c2C(c2ccco2)N1CCN1CCOCC1 (stereo not given) | -3% | -6% | -2 | ? | -13% | 19% | 0% | 2% | -31%
C=CCn1c(CCCNC(=O)CCC)nc2ccccc21 | -1% | 3% | -1 | 2% | -7% | 7% | -9% | 3% | 4%
CCC(CC)C(=O)c1c[nH]c(C(=O)NCc2cccs2)c1 | -5% | -2% | -3 | 49%[activator] | -6% | 1% | -4% | 2% | -3%
O=C1CCc2cc(S(=O)(=O)N3CCN(c4ccccc4F)CC3)ccc2N1 | -3% | -2% | -10 | 7% | -20% | -23% | -8% | -1% | -6%
O=C(N[C@@H](Cc1ccccc1)C(=O)N1CCN(S(=O)(=O)c2cccc(F)c2)CC1)c1ccco1 | 0% | . | 2 | 34%[activator] | . | . | -17% | 0% | -9%
Cc1ccc(C(=O)N2CCN(C(=O)C3CCCO3)CC2)cc1 (stereo not given) | -5% | . | -4 | 16% | . | . | -18% | 14% | -11%
COc1ccc(C2CC(=O)C(C=NCCN3CCOCC3)=C(O)C2)cc1 (stereo not given) | -3% | 2% | -5 | 0% | -13% | 2% | 2% | 1% | 1%
CCN(CC)C(=O)c1ccccc1NS(C)(=O)=O | -2% | 1% | -2 | ? | -1% | 4% | -6% | 4% | -9%
COc1ccc(-c2nnc(SCC(=O)Nc3cccc(F)c3)s2)cc1 | 2% | -7% | 0 | -10% | 0% | 35µM* | -6% | . | -13%[60.1 µM]
Cc1cc(Br)cc(Cl)c1OC(=O)c1cnccn1 | 1% | -18% | 4 | ? | -6% | ? | ? | -6% | -10%
CCOC(=O)c1cnc2ccc(OCC)cc2c1N1CCN(c2ccccc2)CC1 | -4% | -12% | -1 | 14% | ? | -2% | 1% | -3% | -23%
COc1ccc(/C=N/N=C2/C(=O)Nc3ccccc32)cc1O | 2% | -11% | 3 | 57%[activator] | ? | 17% | -6% | 9% | -22%
O=C(Nc1nnc2n1CCS2)c1ccc(F)cc1F | 2% | -5% | 1 | 11% | 2% | -2% | -12% | . | -2%[60.1 µM]
O=C(CN1CCCC1)Nc1ccccc1Sc1ccc(Cl)cc1 | -3% | -3% | 0 | 134%[activator] | -8% | -23% | -11% | -3% | -13%
O=C(Cc1ccc(Cl)c(Cl)c1)Nc1cccc(S(=O)(=O)N2CCOCC2)c1 | -2% | -8% | -3 | 135%[activator] | -10% | 16% | -11% | 9% | -16%
COc1ccc(S(=O)(=O)Nc2c(C)n(C)n(-c3ccccc3)c2=O)cc1 | 0% | 1% | -3 | -25% | ? | 9% | -11% | 1% | 0%
Cc1ccc(NC(=S)NC(=O)c2ccc(-c3ccccc3)cc2)c(C)c1 | -4% | -7% | -5 | 13% | ? | 15% | -15% | -2% | -12%
CN(C(=O)CSc1nc2ccccc2c(=O)n1-c1ccccc1Cl)C1CCS(=O)(=O)C1 (stereo not given) | 0% | . | -7 | 20% | . | . | -15% | 1% | -11%
Cc1ccccc1NC(=O)CSCc1nc(N)nc(Nc2ccccc2C)n1 | 6% | 7% | -2 | 62%[activator] | -11% | 1%[57.1 µM] | -1% | 6% | -14%
Cc1ccccc1OCC(=O)OCC(=O)c1c[nH]c2ccccc12 | -5% | . | 0 | 28% | . | . | -23% | -3% | -8%
CCCCN(CC)C(=O)Cn1cnc2ccc(S(=O)(=O)N3CCC(C)CC3)cc2c1=O | -7% | -10% | -3 | 35%[activator] | -1% | 5% | -8% | 24% | -7%
C[C@]12c3[nH]c4cc(-c5ccco5)ccc4c3CCN1C(=O)[C@@H](CC(=O)NCc1ccco1)C[C@@H]2C(=O)N1CCOCC1 | 0% | . | -8 | 13% | . | . | -19% | -10% | 7%
CCOc1ccc(N(CC(=O)NCc2ccc(F)cc2)C(=O)CCC(=O)Nc2nccs2)cc1 | -4% | -5% | -5 | -20% | -2% | 50% | -7% | -2% | 1%
CC(C)N1C[C@@]23C=C[C@@H](O2)C(C(=O)OCc2ccccc2)[C@H]3C1=O (stereo not given in full) | 0% | 1% | -7 | 4% | -17% | -4% | -1% | 1% | -3%
CCOc1ccc(NC(=S)NC(=O)c2c(Cl)c(C)nn2C)c([N+](=O)[O-])c1 | 6% | 1% | -4 | 19% | -1% | 1% | -7% | 22% | -6%
CC(NC(=O)c1ccc2c(c1)N(Cc1ccc(Cl)cc1)C(=O)c1ccccc1S2=O)c1ccccc1 (stereo not given) | 0% | -7% | -8 | 13% | -6% | 4% | -16% | . | -21%

The closing 2 records of the part before lead into the next:
canonical_smiles | Glioma ERSR ind | BLM inh | LDHA block | POLI inh | Apoferritin bind | POLB inh | Pol eta inh | APEX1 inh | POLK inh
CCOc1ccc(NC(=S)NC(=O)c2c(Cl)c(C)nn2C)c([N+](=O)[O-])c1 | 6% | 1% | -4 | 19% | -1% | 1% | -7% | 22% | -6%
CC(NC(=O)c1ccc2c(c1)N(Cc1ccc(Cl)cc1)C(=O)c1ccccc1S2=O)c1ccccc1 (stereo not given) | 0% | -7% | -8 | 13% | -6% | 4% | -16% | . | -21%
Cc1ccc(OCC(=O)NCC(=O)n2nc(C)cc2C)cc1 | -4% | 0% | -1 | 44%[activator] | ? | 2% | -21% | -4% | -17%
Cc1cccc(N(CC(=O)NCC2CCCO2)C(=O)CCC(=O)Nc2cc(C)on2)c1 (stereo not given) | -4% | -1% | -3 | 3% | -10% | 2% | 5% | 0% | -16%
Cc1occc1C(=O)N1CCN(c2ncccn2)CC1 | -5% | 1% | -2 | 6% | 3% | -2% | 4% | 1% | 2%
CCc1nnc(SCC(=O)Nc2ccc(N3CCOCC3)cc2)o1 | -1% | 3% | -8 | 14% | -9% | 59% | -11% | 6% | 0%
CC(=O)Nc1cccc(C(=O)N/N=C/c2ccc(C)o2)c1 | -3% | -4% | -3 | -7% | -7% | 3% | -6% | 2% | -27%
C/C(=N/NC(=O)c1ccc(C)s1)c1cccc(NC(=O)COc2ccc(Cl)cc2Cl)c1 | 2% | -7% | -2 | -7% | 7% | 21% | -16% | 12% | 2%
COCOc1ccc(/C=C/C(=O)c2c(O)cc(OCOC)cc2OCOC)cc1 | 3% | . | -1 | 0% | . | . | -8% | . | -1%
Cc1cccc(-c2c3c(=O)n(C)c(=O)n(C)c3c3nnc4ccccc4n23)c1 | -4% | . | -3 | 61%[activator] | . | . | -15% | . | -6%
CCOC(=O)Cc1nnc(NC(=O)CSc2nnc3c(n2)[nH]c2ccccc23)s1 | 6% | -23% | -7 | 25µM* | ? | 18µM* | 20µM* | -7% | 79µM*
O=C(NN=C1CCCCCC1)c1ccc2c(c1)OCO2 | 1% | -3% | -6 | 10% | -13% | -7% | -21% | -1% | 5%
Cc1ccc2oc(=O)n(Cc3ccccc3)c2c1 | 0% | -1% | -4 | 17% | -13% | 2% | -14% | 8% | 9%
Cc1ccc(NC(=O)Cc2ccccc2)cc1S(=O)(=O)N1CCOCC1 | -1% | . | -3 | 11% | . | . | -16% | 22% | -16%
O=C1CC(C(=O)Nc2ccccc2C(=O)O)C(c2ccccc2)O1 (stereo not given) | -5% | -1% | -2 | -2% | 5% | -2% | -11% | 1% | -3%
c1ccc2c(c1)nc(-c1ccncc1)n2CCNc1nc(CN2CCCCC2)cs1 | -4% | 6% | 1 | -9% | -15% | 3% | 10% | 51%[activator] | -2%
Cn1c(=NC(=O)CCl)sc2ccccc21 | -15% | -1% | -1 | 2% | -12% | 11% | -9% | 15% | 1%
CS(=O)(=O)N(CC(=O)NCCSc1ccccc1)c1cc(C(F)(F)F)ccc1Cl | 0% | -6% | 1 | 14% | 2% | -2% | -21% | . | -8%
COc1ccccc1CNC(=O)CCc1nnc2ccc(NCCCN3CCCC3=O)nn12 | -7% | 1% | -3 | 51% | 0% | 29% | -15% | 18% | 0%
COc1cc(CNCCc2ccccc2)cc(Br)c1OCC(=O)Nc1ccccc1C | -8% | 1% | 2 | 1% | -15% | -2% | -21% | -1% | 4%
CC(/C=C1\SC(=S)N(NC(=O)c2ccncc2)C1=O)=C\c1ccccc1 | -3% | -20% | -3 | ? | -9% | 1% | -6% | -3% | -10%
N#CC1=C(N)Oc2cc(O)c(Cl)cc2C1c1ccccc1F (stereo not given) | -6% | -3% | 0 | -1% | 150%[activator] | -11% | -14% | 21% | -8%
CCOC(=O)N1CCN(C(=O)Cn2nc(C)n3nc(-c4ccc(CC)cc4)cc3c2=O)CC1 | -1% | -1% | -1 | 20% | -3% | 2% | -20% | 2% | 6%

Source: PubChem BioAssay (National Center for Advancing Translational Sciences (NCATS))
